# TCR activator: Activators of T cell receptors: qHTS campaign; primary human leukocytes, anti-CD3, IL-2 HTRF, 48 h; 330,000 tested, under 10 active; AID 504894, 2011; Potency, µM (doses to about 9.22 µM), for inactives: at the top dose activation of IL-2 secretion, usual class: activators; note: % of control where 0% means no effect
#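 Primary human leukocytes receive a-CD3 beads and test compound and are incubated 48 hr. Secreted IL-2 is then assayed by HTRF, measuring 665nm acceptor emission after 320nm excitation of the europium donor.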
# TSG101-PTAP inh: qHTS Assay for Iinhibitors of HIV-1 Budding by Blocking the Interaction of PTAP/TSG101; Fluorescence polarization, FITC-PTAP peptide / Tsg101 binding; 340,000 tested, under 10 active; AID 493005, 2010; Potency, µM (doses to about 115 µM), without a hit: at the top dose activity change, negative = inhibition, most hits filed as inhibitors; active = well fitted inhibition curve with a large enough effect in the main read-out, with a control signal flat, not every such curve was filed as active; inconclusive = small, poorly fitted or top-dose-only effect, or effect the other way, or a change in a side signal; inactive = no such curve, though single readings can be large or run the other way; note: potency is the fitted concentration of half-maximal effect; % of control where 0% means no effect
# Target sequence (Q99816 whole entry, looked up): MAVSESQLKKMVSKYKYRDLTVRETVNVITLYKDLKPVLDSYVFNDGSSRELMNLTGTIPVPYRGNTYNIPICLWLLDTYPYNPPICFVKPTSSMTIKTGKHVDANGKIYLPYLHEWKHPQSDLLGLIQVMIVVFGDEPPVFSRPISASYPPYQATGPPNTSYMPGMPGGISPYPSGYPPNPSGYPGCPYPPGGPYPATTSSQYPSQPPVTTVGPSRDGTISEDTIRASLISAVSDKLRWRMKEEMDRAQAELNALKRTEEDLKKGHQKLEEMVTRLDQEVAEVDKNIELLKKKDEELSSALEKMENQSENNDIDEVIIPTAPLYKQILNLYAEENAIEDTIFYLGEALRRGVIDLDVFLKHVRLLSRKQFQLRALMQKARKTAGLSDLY
#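 Fluorescence anisotropy tracks displacement of a FITC-tagged PTAP peptide (50 nM) from the Tsg101 binding domain (10 uM), following a 20 min room-temperature incubation at pH 7.5.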
# Integrin act MD: qHTS for Activators of Integrin-Mediated Alleviation for Muscular Dystrophy; alpha7betagal myoblasts, beta-gal FDG fluorescence, 48 h; Potency, µM (highest dose often 38.3 µM), without a hit: at the highest dose activation, hits mostly activators; 350,000 compounds, 0.064% hits; AID 624291, 2012;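 note: potency is the fitted concentration of half-maximal effect; 100% = response of the positive control SU9516; nearly all actives have a fitted effect of over 60% in size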
#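 Alpha7betagal+/- myoblasts (passage 13) were plated 16-24 hr, then exposed to compounds (1:260 dilution of DMSO stock) for 48 hours at 37C. After MPER lysis, β-galactosidase reporter activity was read as FDG fluorescence (ex 480/em 540) after 30 minutes.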
# AT treatment: qHTS Assay for Identifying a Potential Treatment of Ataxia-Telangiectasia; 320,000 compounds, 0.19% hits; Potency, µM (titrated, usually from 57.5 µM), without a hit: top-dose activation, usual class: activators; […] A-T fibroblasts, KAP-1 phosphorylation AlphaLISA; neocarzinostatin DNA damage 30 min before lysis; note: potency is the fitted concentration of half-maximal effect; % of control where 0% means no effect; nearly all actives have a fitted effect of over 45% in size
#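 hTERT-immortalized A-T patient fibroblasts ([…]), 500 cells/well in OPTI-MEM, 1% FBS, got compounds for 60 min, then NCS for 30 min at 37C. Lysates were then assayed for phospho-KAP-1 by AlphaLISA (anti-pKAP1 donor, anti-KAP1 acceptor beads), 6 hr at 25C.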
# p53 reactivation: qHTS assay for re-activators of p53 using a Luc reporter; 320,000 compounds, 0.063% hits; Potency, µM (titrated, usually from 92.2 µM), inactives show top-dose activity change, positive = activation, actives largely listed as activators; H1299 p53-A138V BP100-luciferase reporter, luminescence, 24 h; note: potency is the fitted concentration of half-maximal effect; % of control where 0% means no effect; nearly all actives have a fitted effect of over 45% in size
#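 H1299 (p53-null), stable ts p53-A138V + BP100-Luc; 1000 cells/well, Opti-MEM/10% FBS; cpd 4 pt, 1:5; 24 h, 37 deg C, 5% CO2; detection reagent 10 min RT; luminescence.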
# ELG1 repair inh: qHTS screen for small molecules that inhibit ELG1-dependent DNA repair in human embryonic kidney (HEK293T) cells expressing luciferase-tagged ELG1 | 330,000 compounds, 2.3% hits | HEK293T ELG1-luciferase reporter, luminescence, 16 h; DNA damage induced by 5-fluorouridine | Potency, µM (top dose mostly 46.1 µM), inactives show at the highest dose activity change, negative = inhibition, most hits filed as inhibitors | AID 504467, 2011; note: potency is the fitted concentration of half-maximal effect; % is set by controls: 0 for no effect and ±100 for the full control effect; nearly all actives have a fitted effect of over 55% in size
#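 Step one: seed 2,000 cells per well. Step two: pin-transfer compound or DMSO alongside 5-fluorouridine. Step three: incubate 16 hr, 37 °C, 5% CO2. Step four: add ONE-Glo, wait 30 min, read luminescence.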
# BRCA1 expr act: qHTS Assay to Identify Small Molecule Activators of BRCA1 Expression; 380,000 compounds, 1.1% hits; Potency, µM (highest dose often 46.1 µM), for inactives: at the highest dose activation, actives largely listed as activators; MCF7-BRCA1-FFLuc reporter, luminescence, 48 h; response scale: scaled: vehicle 0%, 10 µM genistein 100%; note: potency is the fitted concentration of half-maximal effect; nearly all actives have a fitted effect of over 80% in size; some results filed as inactive show a strong effect at the top dose
#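 Using MCF7 cells harboring a BRCA1 firefly luciferase reporter, plated 2 h before compound pinning, the screen measured luminescence after 48 h incubation. Responses were normalized to DMSO and 10 microM genistein, then fitted for concentration-effect.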
# TRPV1 agonist: HTS Assay for Compounds that Act as Agonists of the Vanilloid Receptor 1; Transient receptor potential cation channel subfamily V member 1 (Homo sapiens), Q8NER1; TRPV1-expressing cells, Fluo-8 calcium influx, agonist mode; activation, % at 8.33 µM; 320,000 compounds, 0.19% hits; AID 540275, 2011; in the data active = activation above about 80%; inconclusive = between about 30% and that limit; note: 0% is about no effect
#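 Fluo-8 calcium influx in TRPV1-expressing cells, kinetic read (ex 480/em 520 nm). Compound added and read 3 min for agonist activity, followed by capsaicin at EC20 final and 2 min further read for enhancement.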
# B2AR arrestin: qHTS assay of beta-arrestin-biased ligands of beta2-adrenergic receptor. Beta-2 adrenergic receptor (Homo sapiens), P07550. beta-arrestin recruitment to beta2AR, cell-based reporter. Potency, µM (series often up to 46.1 µM), for the others: top-dose activation, usual class: activators. 330,000 compounds, 0.02% hits. AID 492947, 2010;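 note: potency is the fitted concentration of half-maximal effect; 0% = DMSO controls and full agonism = EC100 isoproterenol or metaproterenol; nearly all actives have a fitted effect of over 65% in size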
# Target sequence (P07550 whole entry, looked up): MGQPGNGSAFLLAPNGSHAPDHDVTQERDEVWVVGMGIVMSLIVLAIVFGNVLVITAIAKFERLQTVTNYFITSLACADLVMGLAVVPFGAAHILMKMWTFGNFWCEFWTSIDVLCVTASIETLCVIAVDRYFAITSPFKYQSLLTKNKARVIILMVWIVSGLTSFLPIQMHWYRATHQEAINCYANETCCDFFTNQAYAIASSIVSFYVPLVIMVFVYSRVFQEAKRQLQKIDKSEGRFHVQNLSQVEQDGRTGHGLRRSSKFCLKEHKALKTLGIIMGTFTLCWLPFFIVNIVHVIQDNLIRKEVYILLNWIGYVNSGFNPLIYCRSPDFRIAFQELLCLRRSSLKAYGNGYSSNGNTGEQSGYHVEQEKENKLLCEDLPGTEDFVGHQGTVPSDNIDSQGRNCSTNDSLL
# CXXC DNA block: qHTS Fluorescence Polarization Assay for Inhibitors of MLL CXXC domain - DNA interaction; MLL-CXXC / FITC-HOXA9 DNA fluorescence polarization; Potency, µM (doses to about 115 µM), for inactives: top-dose activity change, negative = inhibition, hits mostly inhibitors; 290,000 compounds, 0.037% hits; AID 2662, 2010; active = well fitted inhibition curve with a large enough effect in the polarisation, with a control signal flat, not every such curve was filed as active; inconclusive = small, poorly fitted or top-dose-only effect, or effect the other way, or a change in a side signal; inactive = no such curve, though single readings can be large or run the other way; the % refers to the polarisation; note: potency is the fitted concentration of half-maximal effect
#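 Purified MLL-CXXC (added from a 7 uM solution) was preincubated 5 min at ambient with pinned compounds in 50 mM Tris-HCl pH 7.5, 50 mM NaCl, 1 mM DTT, 0.05% BSA. Fluorescein-labeled HOX-A9 DNA (50 nM solution) followed, 30 min, then polarization read.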
# Numbers without * were called inactive; ? = inconclusive; nt = not tested or not shown; [ ] = another dose, or the depositor's remark. Unless noted, calls come from the whole dose curve; as a rule, active = well fitted curve in the direction sought with a large enough effect; inconclusive = small, poorly fitted or top-dose-only effect, or another doubt; inactive = no such curve, though single readings can be large; an effect the other way counts as inactive or inconclusive.
SMILES,TCR activator,TSG101-PTAP inh,Integrin act MD,AT treatment,p53 reactivation,ELG1 repair inh,BRCA1 expr act,TRPV1 agonist,B2AR arrestin,CXXC DNA block
Cc1cc2nc(-c3ccc(NC(=O)c4cccnc4)cc3)oc2cc1C,3%,-3%,7%,1%,29%,?,?,-4,-0.9%,0%
NC(=O)N(N)c1nc(N2CCCC2)nc(N2CCCC2)n1,-6%,-5%,13%,-2%,-3%,7%,4%,-1,0.2%,nt
COc1ccc(Oc2ncc(CN3CCN(c4ccccc4)CC3)s2)cc1,4%,-5%,16%,-3%,6%,-17%,-51%,2,-0.6%,-1%
CCOc1ccccc1N(CC(=O)N1CCC(C)CC1)S(=O)(=O)c1ccc(C)cc1,11%,nt,-35%,-29%,3%,-3%,-30%,14,-0.2%,2%
CC(C)(C)C(=O)N1CCN(c2c(Cl)cccc2[N+](=O)[O-])CC1,-4%,-1%,-8%,-6%,-4%,-5%,-32%,18,0.0%,-1%
COc1cc(OC)c(-c2nc3c[n+](CC(=O)c4ccccc4)ccc3n2C)cc1OC,nt,-2%,-13%,0%,10%,30%,-2%,0,-0.3%,-1%
O=C(CCN1CCN(C/C=C/c2ccccc2)CC1)Nc1ccccc1,1%,-2%,-15%,10%,-2%,-8%,-1%,2,0.3%,7%
O=C(CNCc1ccccc1Cl)Nc1cc(S(=O)(=O)N2CCOCC2)ccc1Cl,-2%,-10%,6%,10%,0%,?,-20%,nt,0.3%,nt
CC1=C(C(N)=O)C(c2ccc(Br)cc2)n2ncnc2N1 (centres undefined),4%,-1%,-6%,11%,3%,0%,-5%,-2,0.0%,-3%
S=C(NCc1ccccc1)NCc1ccccn1,1%,-6%,?,5%,5%,12%,-16%,6,-0.1%,-2%
Cc1ccc(NC(=O)CNCc2cccs2)cc1Br,-11%,0%,30%,7%,9%,?,92%,23,-0.2%,1%
CC(=O)/C(=N\Nc1ccc(C)cc1)Sc1nncn1C,-3%[46.1 µM],3%,-8%,8%,-9%,-8%,-15%,2,-1.0%,-5%
COc1ccccc1CNC(=O)C1CCCN(S(=O)(=O)c2c(C)[nH]c(=O)[nH]c2=O)C1 (centres undefined),4%,-6%,-10%,15%,-1%,3%,0%,0,-0.6%,-14%
O=C(c1cc2ccccc2[nH]1)N(Cc1cccnc1)CC1CCCN(C2CCCCC2)C1 (centres undefined),0%,1%,-49%[inhibitor],-23%,4%,4%,-60%,3,0.1%,0%
CCc1c(C)nc2ncnn2c1NCc1cccs1,-1%,-5%,-31%,2%,-10%,?,-44%,-1,-0.2%,-1%
O=C(O)c1ccc(/C=N/Nc2ccc(S(=O)(=O)N3CCCC3)cc2[N+](=O)[O-])cc1,-1%,-6%,-4%,-20%,-1%,0%,4%,1,-0.4%,-8%
CC(C)OCc1ccc(C(=O)N2CCN(S(=O)(=O)c3ccc(Br)s3)CC2)cc1,-2%,-4%,16%,5%,8%,-17%,-10%,12,0.0%,nt
CC1=C(C(=O)OCc2ccccc2)C(c2ccc(C)o2)C2=C(CCCC2=O)N1 (centres undefined),1%,-1%,-31%,-5%,-14%,?,0%,15,-0.1%,4%
COc1ccc(NC(=O)/C(Cl)=C(/Cl)S(=O)Cc2ccccc2Cl)cn1 (centres undefined),-2%,-1%,-70%[inhibitor],-7%,-12%,15µM*,-93%,6,0.0%,3%
C[C@H](OC(=O)N1CCN(C(c2ccccc2)c2ccccc2)CC1)[C@@H]1O[C@@]2(C)CCC[C@H]1O2,-3%,0%,14%,14%,9%,12%,-23%,4,0.1%,nt
O=[N+]([O-])c1ccc(Cc2nnc(-c3ccccc3Cl)o2)cc1,-1%,0%,-22%,6%,20%,?,?,20,0.0%,8%
Cc1ccc(C(=O)C2CCN(CC(=O)Nc3nc(C)cs3)CC2)cc1,-6%,-1%,-4%,-4%,-7%,?,-46%,8,-0.8%,-16%
COc1cc(C)ccc1OCCCCNCc1ccccc1,-3%,-1%,-6%,2%,6%,5%,5%,4,-0.2%,-2%
N#C/C(=C(/O)CN1CCCC1)c1nc(-c2ccccc2)cs1,5%,-2%,3%,-4%,15%,?,-10%,nt,-0.6%,-16%
COc1ccc(NC(=O)CN(c2cccc(F)c2)S(C)(=O)=O)cc1OC,-1%,-7%,0%,-4%,-4%,4%,5%,0,-0.1%,-4%
COc1ccc(/C=N/N=C/c2ccc(OC)c(OC)c2)cc1OC,nt,-8%,5%,2%,-3%,1%,-10%,3,0.1%,2%
Cc1ccc(Sc2nnc(-c3ccccc3)cc2C#N)cc1,4%,-2%,4%,2%,4%,14%,0%,17,0.8%,6%
C=CCn1c(SCC(=O)Nc2cc(C)on2)nc2sc3c(c2c1=O)CCCC3,6%,-4%,17%,2%,-1%,-2%,0%,-2,0.0%,34%[activator]
O=C(CSc1ncccn1)N1CCN(Cc2ccccc2)CC1,-4%[46.1 µM],-5%,13%,nt,6%,7%,7%,2,-0.1%,0%
O=C(NCCCN1CCCC1)c1ccc(Cn2c(=S)[nH]c3ccc(Br)cc3c2=O)cc1,nt,nt,nt,-1%,-5%,-8%,nt,-3,0.1%,31%[activator]
CCCCn1c(=O)c(CCC(=O)OCC(=O)Nc2cc(Cl)ccc2OC)nc2ccccc21,-1%[46.1 µM],0%,-6%,7%,-3%,-6%,-19%,1,-0.1%,0%
CCc1ccccc1NC(=O)C1CC(c2ccc(F)cc2)=NO1 (centres undefined),0%,-8%,9%,-8%,-26%,-15%,-1%,6,5.3%,2%
Cn1cc(CN2CCC(C(O)c3cccs3)CC2)c(-c2ccccc2F)n1 (centres undefined),0%,-6%,4%,?,-1%,8%,-3%,3,-0.5%,-1%
COc1ccc(CCNC(=O)CSc2nc3[nH]ncc3c(=O)n2-c2cccc(C(F)(F)F)c2)cc1OC,7%,-1%,-25%,-2%,1%,-14%,-15%,-1,0.1%,13%
Cc1sc2ncn(CC(=O)N(CC(=O)NC3CCCC3)Cc3cccs3)c(=O)c2c1C,nt,-7%,-22%,9%,-10%,?,-23%,?,-0.3%,6%
COc1ccc(CNC(=O)CSc2nc3[nH]ncc3c(=O)n2-c2ccccc2Br)cc1,nt,nt,nt,-5%,4%,-5%,nt,0,-0.1%,-2%
O=C(N/N=C/c1ccncc1)c1cccc(S(=O)(=O)Nc2ccc(Cl)cc2)c1,-3%,-8%,25%,4%,2%,0%,-15%,0,0.4%,-6%
COc1ccc(CCN(C)C(=O)CCNS(=O)(=O)c2ccccc2C(F)(F)F)cc1OC,-22%,-2%,-30%,-11%,-5%,26%,2%,0,-0.2%,nt
O=C(O)c1ccc(NC2OC[C@@H](O)[C@H](O)[C@H]2O)cc1 (some centres undefined),6%,3%,nt,6%,3%,11%,12%,-3,-0.3%,nt
Cc1ccc(NCCC(=O)c2cccc([N+](=O)[O-])c2)c(C)c1,4%,0%,-43%,-4%,?,?,3%,8,-0.1%,-10%
CCC1=C(OC(=O)N(CC)CC)N2C(=O)OC(=NCCOC)[C@]2(Cc2ccccc2)[C@H]2C1=CC[C@H]1C(=O)N(C)C(=O)[C@H]12,11%,nt,-4%,48%,-6%,-5%,5%,4,-0.5%,32%[activator]
Cc1ccccc1NC(=O)NCCN1C(=O)C2C3C=CC(C3)C2C1=O (centres undefined),0%,-1%,0%,-4%,5%,13%,21%,-4,-0.1%,-4%
C=CCN(C(=O)CSc1nc2c(sc3ccccc32)c(=O)n1CCN(CC)CC)c1ccccc1,-4%,1%,-64%[inhibitor],1%,14%,?,-56%,11,-0.3%,5%
O=C(CCn1cccc1)Nc1cc(F)ccc1F,-2%,-4%,-8%,-2%,-5%,11%,11%,-4,-1.4%,4%
COc1cccc(-c2nnc(SCC(=O)N3CCCc4ccccc43)o2)c1,-3%,-4%,0%,5%,-8%,?,-3%,-8,0.5%,-5%
COc1ccc(CNC(=O)C2CCN(C(=O)c3ccc(F)cc3)CC2)cc1OC,10%,-4%,18%,-6%,-4%,9%,2%,3,0.1%,nt

# Rows are unselected (roughly 3.8% active in at least one column).
